12-LOX inh – inhibitors of human 12S-lipoxygenase ALOX12. P18054. purified 12hLO, xylenol orange hydroperoxide absorbance. Potency, µM (highest dose often 108 µM), for the others: at the top dose activity change, negative = inhibition, most hits filed as inhibitors. 1.1% of 580,000 active; active = well fitted inhibition curve with a large enough effect; inconclusive = small, poorly fitted or top-dose-only effect, or another doubt; inactive = no such curve, though single readings can be large or run the other way
Target sequence (P18054 whole entry, looked up): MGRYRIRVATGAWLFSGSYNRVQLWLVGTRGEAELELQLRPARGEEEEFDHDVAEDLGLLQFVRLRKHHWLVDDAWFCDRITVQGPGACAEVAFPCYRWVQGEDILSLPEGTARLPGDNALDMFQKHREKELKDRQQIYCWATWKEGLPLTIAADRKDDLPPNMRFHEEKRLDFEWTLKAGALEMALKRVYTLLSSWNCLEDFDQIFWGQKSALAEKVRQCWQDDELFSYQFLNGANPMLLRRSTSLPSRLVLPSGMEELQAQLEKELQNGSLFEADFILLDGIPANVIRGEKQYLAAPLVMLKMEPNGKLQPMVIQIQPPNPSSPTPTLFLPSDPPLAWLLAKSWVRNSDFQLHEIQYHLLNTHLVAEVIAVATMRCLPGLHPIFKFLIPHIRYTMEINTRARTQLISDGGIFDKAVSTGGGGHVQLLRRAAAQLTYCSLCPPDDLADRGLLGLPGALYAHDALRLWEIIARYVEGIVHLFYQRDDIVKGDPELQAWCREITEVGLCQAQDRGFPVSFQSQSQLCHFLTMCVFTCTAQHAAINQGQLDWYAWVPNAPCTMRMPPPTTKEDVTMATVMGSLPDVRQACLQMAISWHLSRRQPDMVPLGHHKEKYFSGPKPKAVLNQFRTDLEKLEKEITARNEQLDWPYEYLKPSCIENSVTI
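Hydroperoxide product was detected by ferrous iron/xylenol orange as the 573 to 405 nm absorbance ratio. Arachidonic acid at 40 uM (final) was turned over for 30 min at room temperature by 150 nM human 12hLO, pH 7.0 Hepes buffer, after 15 min compound preincubation.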
An asterisk follows results filed as active; ? = inconclusive; & = joins results of further samples; [ ] = another dose, or the depositor's remark. % is scaled to controls: 0 for no effect and ±100 for the full control effect; potency is read from the fitted curve at half-maximal effect. A portion of the library. The share of hits here may be higher or lower than overall.

structure	12-LOX inh
Cc1ccccc1C1CC(=O)Oc2c1c(=O)n(C)c1ccccc21 (stereo not given)	?
CCN(CC)C(=S)SCC(=O)NC(=O)NC1CCCC1	-20%
CN1CCN(C(=O)c2cnc(Cc3c[nH]c4ccccc34)c(I)c2)CC1	-4%
Cc1ccccc1NCc1nc2c(n1Cc1ccccc1)C(=O)N(C)CCN2	93%[activator][176 µM]
O=c1oc(=S)oc2c1[C@H](c1ccc(Cl)cc1)O[C@H](C1CCCC1)C2	-14%
COC1CCN(S(=O)(=O)N2CCC3(CCCN(C(C)C)C3=O)C2)CC1 (stereo not given)	21%
CCc1ccc(CNC(=O)C2CCN(C(=O)c3ncn4c3COC(c3ccccc3)C4)CC2)cc1 (stereo not given)	17%
CCn1c(SCC(=O)NC2CC2)nc2ccccc21	2%
COCC(=O)Nc1ccc2c(c1)CN(Cc1ccc(Cl)cc1)C(=O)C(C)O2 (stereo not given)	7%
c1ccc(-c2nc(C3CCNC3)no2)nc1 (stereo not given)	26%

Continued:
structure	12-LOX inh
CN(Cc1cccc2ccccc12)C1CCOc2ccccc21 (stereo not given)	47%[activator][176 µM]
O=C(NCCOc1ccccc1)c1cc2ccccc2oc1=O	18%
Cc1oc(-c2ccccc2NC(=O)C2CCCO2)nc1CNC(=O)c1cc(F)c(F)cc1F (stereo not given)	14%
CCOC(=O)CC1(Cc2ccccc2)Oc2ccccc2O1	6%
O=C(CN1CCN(C(=O)CCC(=O)N2CCC(c3ccccc3)=N2)CC1)Nc1cccc(F)c1	-24%
CCn1ncc(N2CCCC(CC(=O)N3CCSCC3)C2)cc1=O (stereo not given)	27%
CN(C)c1ccc(-c2csc(C(C)(O)c3ccccc3)n2)cc1 (stereo not given)	?
CC(C)CNC(=O)C1(C)CCCN1C(=O)c1cccnc1 (stereo not given)	-31%
CCCNc1cc(N2CCC(CCC(=O)NCc3ccccc3)CC2)ncn1	41%[activator]
CCCCNC(=O)C(C)(C)n1cc(NC(=O)Cc2ccc(F)cc2)cn1	1%

More compounds follow:
structure	12-LOX inh
C/C(=N\O)C1CCCCCCCCCCC1	37%&10%[activator]
O=C(NCc1ccccc1)C1c2ccccc2OCC(=O)N1CCc1ccccc1 (stereo not given)	-30%
CN(CC1CCOC1)C(=O)Nc1cccc(Cl)c1 (stereo not given)	2%
C1=CCOCc2cc(ccc2OCCN2CCCC2)Nc2nccc(n2)-c2cccc(c2)OCC1	?
Cc1noc(C)c1C(=O)N1C[C@@H](CO)[C@H](c2ccccn2)C1	42%
CCc1ccc(S(=O)(=O)N2CCCC(Cn3cnc4cccnc43)C2)cc1 (stereo not given)	30%
COc1cccc(N2CC3(COCC2=O)CN(c2ccc(C(F)(F)F)cn2)C3)c1	7%[176 µM]
CC(=O)Nc1ccc(C(=O)N2CCCCC2c2cc(C(=O)NCc3ccccc3)no2)cc1 (stereo not given)	-6%
COc1ccc(C(=O)C(C)OC(=O)c2nn(C)c(=O)c3ccccc23)cc1 (stereo not given)	?
Cc1cc(C)c(NC(=O)Cc2c[nH]c3ccccc23)c(Cl)c1	?

The list continues.
structure	12-LOX inh
CCCC(C)N1CC2(CCN(C(=O)c3c(CC)noc3C)CC2)OC1=O (stereo not given)	17%
CCCCS(=O)(=O)N1CCC(c2nnc(Cn3cncn3)n2C)CC1	13%
CN(C)CCNC(=O)CCC[C@@H]1[C@H]2CCCN3CCC[C@@H](CN1C)[C@@H]23	26%
CCN(CC)C(=O)CC1Sc2ncccc2N(CC(C)C)C1=O (stereo not given)	33%
CCCCN1C(=O)C(CC(=O)NCCCN(C)C)CC(C(=O)N(CC)CC)=C1C (stereo not given)	9%
Cc1ccc(-c2cnc(CCC(=O)N3CC(C(=O)N(C)C)Oc4ccccc43)o2)cc1C (stereo not given)	?
COc1cc(-c2cc3nc(NCc4cccs4)ccn3n2)cc(OC)c1OC	22%
COc1ccc(/C=C/C(=O)Nc2ccc3c(c2)Cc2ccccc2-3)cc1	-2%
CCN(CC)S(=O)(=O)c1ccc(C(=O)Nc2c(C)cc(Br)cc2Cl)cc1	8%
O=C1CC(c2ccccc2)N(Cc2ccncc2)CCCN(C(=O)C2CCCCC2)CCN1 (stereo not given)	10%

The results go on.
structure	12-LOX inh
COCCNC(=O)c1cc(Br)cn2ccnc12	10%&6%[176 µM]
N#Cc1ccc(C(=O)Nc2ccc3ncnc(N4CCCCC4)c3c2)cc1	38%[activator]
CCOc1ccc(C(=O)COC(=O)Cn2cnc3ccccc3c2=O)cc1	10%
CC(=O)c1ccc(NC(=O)O[C@@H]2CO[C@H]3[C@@H]2OC[C@@H]3NC(=O)NCc2ccccc2)cc1	7%
O=C(Nc1ccc(S(=O)(=O)Nc2nccs2)cc1)c1ccncc1	-5%
C[C@H]1CN([C@@H](C)CO)S(=O)(=O)c2ccc(C#CC(C)(C)O)cc2O[C@H]1CN(C)Cc1ccccc1	-5%
COC[C@@H]1CN(C(=O)Cc2ccccc2Cl)C[C@H]1C(N)=O	47%[activator]
CN1CCN(Cc2nc(C3(O)CCN(C(=O)CC(C)(C)C)CC3)cs2)CC1	25%[176 µM]
CCCc1noc(-c2cn(C3CCN(C(=O)c4ccc(OC)c(OC)c4)CC3)nn2)n1	?
Cc1ccc(CN2CC3(COCC2=O)CN(c2cnccn2)C3)cc1C	?

In the list so far, 2 contain bromine.
structure	12-LOX inh
CCN(CC)S(=O)(=O)c1ccc(C(=O)Nc2c(C)cc(Br)cc2Cl)cc1	8%
COCCNC(=O)c1cc(Br)cn2ccnc12	10%&6%[176 µM]

Other compounds follow.
structure	12-LOX inh
O=C(O)c1ccc(C2CCCCC2)cc1	-13%
CC(=O)C1=C(C)N(Cc2ccc(F)cc2)C(=S)NC1c1cccc(Br)c1 (stereo not given)	40µM*
Cc1ccc([C@H]2C[C@@H](n3cc(C4CC4)nn3)[C@H](O)CN2C(=O)c2cccs2)cc1	20%
CCCCNC(=O)c1nc2ccccc2nc1-c1ccc(F)c(F)c1	?
CC(=O)c1ccc(NC(=O)Cn2ccn3nc(-c4ccc(F)cc4)c(CO)c3c2=O)cc1	46%[activator]
CN1OC(C)(CC(=O)NCc2ccccc2F)N=C1c1ccccc1Cl (stereo not given)	25%
COc1ccc(CN2C(=O)c3ccccc3C2c2nnnn2Cc2ccccc2)cc1OC (stereo not given)	?
CCOC(=O)c1c(NC(=O)COC(=O)c2cccc([N+](=O)[O-])c2)sc(C(=O)N(C)C)c1C	-26%
CCCN1CCC(N2C[C@@H](CO)[C@H](c3nc(COC)no3)C2)CC1	29%
Cc1ccc(-c2noc(CNc3ccccc3F)n2)cc1	-20%

Continuation:
structure	12-LOX inh
COc1cccc(/C=C/c2nc(S(=O)(=O)c3ccccc3)c(N3CCC(C(N)=O)CC3)o2)c1	18%
O=C([C@@H]1C[C@H](F)CN1S(=O)(=O)c1ccc(Cl)s1)N1CCCCC1	32%[activator]
Cc1cccc(-c2nc3cc(C)ccc3cc2CN2CCN(CCCO)CC2)c1	23%
CCOc1ccc(C2NC(=O)N(CC(=O)NCCc3cccs3)C3=C2C(=O)OC3)cc1 (stereo not given)	-3%
O=C(Nc1cccc(-c2nnc3n2CCCC3)c1)c1cc(F)ccc1F	8%
CCc1ccc(NC(=O)C2CCn3c(C(=O)c4ccccc4)ccc32)cc1 (stereo not given)	3%
O=C(CCC1CCCC1)N1CCC2(CC1)CC(N(Cc1ccc(F)cc1)C1CC1)CCO2 (stereo not given)	-21%
CC(=O)N1CCN(c2ncnc3c2CN(c2ccccc2C)C(=O)CN3C)CC1	11%
Cc1[nH]c2ccccc2c1C(=O)COc1ccc(C(N)=O)cc1	-2%
CCOCCn1c(N2CCNCC2)nc2c1c(=O)[nH]c(=O)n2C	13%

The list continues:
structure	12-LOX inh
CC(C)N1C[C@H](O)C[C@H]1c1nnc2n1CCN(C(=O)c1cccnc1)CC2	25%
Cc1nc2c3c(C)c(C)n(Cc4ccccc4)c3ncn2n1	0%
COc1cc(/C=C/[N+](=O)[O-])c2c(c1Br)CCCO2	1%
C[C@@H](NS(=O)(=O)c1ccccc1)c1onc(-c2ccc(Cl)cc2)c1C(=O)O	14%[176 µM]
O=C1CSc2ccc(C(=O)OCC(=O)c3cccs3)cc2N1	?
COc1ncccc1CN1CCC2(CC1)OC(=O)N(Cc1ccccc1C#N)C2(C)c1ccccc1 (stereo not given)	35%[activator]
Cc1csc(-c2nc3ccccc3n2C(C(=O)Nc2c(C)cccc2C)C2CC2)c1 (stereo not given)	8%
c1ccc(C(CCNc2ncncn2)c2ccco2)cc1 (stereo not given)	30%
O=C1CC(c2ccccc2)N(C(=O)CNC(=O)c2ccc(Cn3ccnc3)o2)CCCCCN1 (stereo not given)	63%[activator]
CN(C)C[C@@H]1CN(Cc2ccccc2)C[C@H]1NC(=O)c1ccco1	44%[activator]

Continued, overlapping the part above by 4 compounds.
structure	12-LOX inh
Cc1csc(-c2nc3ccccc3n2C(C(=O)Nc2c(C)cccc2C)C2CC2)c1 (stereo not given)	8%
c1ccc(C(CCNc2ncncn2)c2ccco2)cc1 (stereo not given)	30%
O=C1CC(c2ccccc2)N(C(=O)CNC(=O)c2ccc(Cn3ccnc3)o2)CCCCCN1 (stereo not given)	63%[activator]
CN(C)C[C@@H]1CN(Cc2ccccc2)C[C@H]1NC(=O)c1ccco1	44%[activator]
c1ccc2[nH]c(N3CCN(Cc4cc5n(n4)CCCNC5)CC3)nc2c1	9%
Cc1ccc(CNC(=O)c2scnc2C)s1	3%
Cc1nc2ccc(C(=O)NCCCn3ccnc3)cn2c1N(C)C(=O)CCc1ccccc1	0%
COc1ccc(NC(=O)O[C@@H](C)[C@@H]2CN3CCc4c([nH]c5ccc(-c6ccc(OC)cc6)cc45)[C@@H]3C[C@@H]2N(C)C(=O)Nc2ccc(OC)cc2)cc1	?
Cc1ccc(C)c(CN2CCc3nc(N4CCN(C)CC4)[nH]c(=O)c3CC2)c1	42%[activator]
COc1ccccc1-c1cc2c(nc1-c1ccccc1)nc(C(=O)NC1CCN(C)CC1)n2C	56%[activator]
CCCCc1cc(C[C@@H]2C[C@H](NC(=O)c3ccco3)C2(C)C)no1	12%[176 µM]
N#Cc1ccc(CN2CCCOCCNC(=O)CC2)cc1	46%[activator]
CCN1C(=O)CCN(S(=O)(=O)Cc2ccccc2F)CC12CCOCC2	22%
CC(C)c1ccc(C(=O)N2C[C@@H](CO)[C@H](c3ccncc3)C2)cc1	16%

(cont.)
structure	12-LOX inh
CN1CC(=O)N(C2CCC2)Cc2c(NC3CCCCC3)ncnc21	3%[176 µM]
COc1ccc2[nH]c(C(=O)N3C[C@@H](Oc4cccnc4)C[C@H]3C(=O)N3CCCC3)cc2c1	?
CCn1nc(CC(C)C)cc1C(=O)NCCS(=O)(=O)c1ccc(F)cc1	75%[activator]
O=C(NCC1CC1)c1ccc2sc([C@H]3C[C@H](O)[C@@H](CO)O3)nc2c1	11%
Cc1cccc(C)c1NC(=O)CN(C)Cc1coc(-c2ccccc2)n1	-2%
COC(=O)[C@@H]1C[C@H](NC(=O)c2cccc(-n3nnnc3C)c2)CN1C	?
Cc1ccsc1CN1C[C@@H]2C(C(=O)Nc3ccccc3)=NO[C@@H]2C1	9%[176 µM]
COc1cc(Cl)c(C)cc1-n1cc(C(=O)c2cc(Cl)ccc2O)cc(C#N)c1=O	-2%
CCC(=O)N1CCN(c2nc3c(s2)CC(C(=O)Nc2ccc(F)cc2C)CC3)CC1 (stereo not given)	?
O=C(NCc1cccs1)c1cc(C2CC2)nc2onc(C3CCNC3)c12 (stereo not given)	-1%[6.33 µM]

Continuation.
structure	12-LOX inh
Cc1cc(C)n(CCC(=O)N2CCC(Cc3nncn3-c3ccccc3)CC2)n1	16%
Cc1ccc(O)c(Cc2cc(C)cc(Cc3cc(C)ccc3O)c2O)c1	-30%
O=C(NC1CCCCC1)c1cc(Sc2cccc(Cl)c2)nc2ccccc12	-3%
COc1ccc(NC(=O)C[C@H]2C(=O)N(CCc3ccccc3)C[C@@H]2CSC)cc1	-5%
CC1(c2ccccc2)NC(=O)N(CC(=O)N2CCc3ccccc32)C1=O (stereo not given)	-12%
COCCNCCCn1c(C(=O)CF)c(-c2ccc(C)cc2)c2c(N)ncnc21	26%[57.4 µM]
CC(C)NC(=O)CN(C)CC(O)COc1c(Cl)cccc1Cl (stereo not given)	-30%
CC1Oc2ccc(NC(=O)c3ccc(F)cc3F)cc2CN(CCc2ccc(F)cc2)C1=O (stereo not given)	-10%
Cc1cn2nc(C(=O)NCc3ccccc3C(F)(F)F)cc2c(N2CCSCC2)n1	8%
CCCC(NC(C)=O)c1nc(CC(N)=O)nn1-c1ccc(F)cc1F (stereo not given)	8%

12-LOX inh: entries above that show a hit
structure	12-LOX inh
CC(=O)C1=C(C)N(Cc2ccc(F)cc2)C(=S)NC1c1cccc(Br)c1 (stereo not given)	40µM*

More records follow.
structure	12-LOX inh
CC(C)c1ccccc1NC(=S)NCCCNC(C)(C)C	-41%
CCCc1c2c(nn1-c1cc(Cl)ccc1OC)CC(C)(C)CC2=O	63%[activator]
O=C(O)COCC(=O)N[C@H]1CCN2C(=O)c3cc(/C=C/c4ccccc4)ccc3NC(=O)[C@H]12	9%
CCn1cc(CN(C)C(=O)CCc2ccc3c(c2)CN(C(C)=O)CCO3)c(C)n1	32%
COc1ccccc1CCC(=O)N1CCC2(CC1)NC(=O)N(c1ccccc1)N2	2µM*
